PGC1a acetyl inh – PGC1a acetylation modulation, inhibitor mode. actives 0.17% (n = 350,000). U2OS PGC1a acetylation, AlphaScreen anti-acetyl-lysine; with virally co-expressed GCN5 acetyltransferase. inhibition, % at 15.6 µM;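 active means every replicate shows inhibition of at least 40%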;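 further: 0% = neutral control wells and 100% = positive control wells; some results beyond the cut were filed as inactive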
miR-122 sensor – miR-122 inhibition in Huh7 cells; Huh7 miR-122 Renilla luciferase sensor, 48 h; neutral wells = 0, positive control = 100; activation (reporter increase), % at 12.5 µM; actives 0.3% (n = 340,000);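 active means mean replicate activation score at least 90 and every replicate individually at or above 90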;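 further: higher luciferase means less miR-122 activity so hits act as miR-122 inhibitors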
PglD inh – blocks C. jejuni PglD acetyltransferase activity; purified PglD enzyme, DTNB colorimetric CoA detection; actives 0.098% (n = 360,000); inhibition, % at 12.5 µM; in the data active means inhibition above about 16%, passing the limit was not always enough; further: strong numbers were not always called active
Statin myotox sup – protects C2C12 myotubes from simvastatin toxicity; ATP luminescence, 48 h; scaled: DMSO 0, geranylgeraniol control 100; rescue of ATP level, % at 7.49 µM; actives 0.78% (n = 330,000); AID 602340;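 active means mean ATP rescue above about 67%, or every replicate alone reaching that limit, limit read from the data, passing the limit was not always enough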;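 further: myotubes were challenged with 10 µM simvastatin during compound exposure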
F508del corr – correctors of CFTR F508del function in bronchial epithelial cells | CFBE cells, YFP halide quenching; stimulated with forskolin plus potentiator P3; % fluorescence drop versus neutral controls | activity (quench increase), % at 7.58 µM | actives 0.36% (n = 350,000) | AID 720511;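 active means mean added fluorescence quench of at least 8% versus neutral control, with both replicates also reaching 8%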;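 further: cells transiently co-express mutant CFTR-F508del with the halide-sensitive YFP; corrector assay measuring rescue of mutant channel to the surface after 24 h compound exposure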
GSIS activator – primary screen for activators of insulin secretion dependent on glucose, INS-1E cells, GLuc reporter luminescence. actives 0.61% (n = 370,000). INS-1E GLuc reporter insulin secretion, 2-3 h. AID 743287. activation, % at 16.6 µM;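 active means lowest replicate activation of at least 40%, so every replicate reaches that level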;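 further: 0% = median of neutral control wells and 100% = median of IBMX positive control wells; some compounds called inactive have numbers as strong as hits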
Cneo AK release – Cryptococcus neoformans lysis via adenylate kinase release | lysis activity, % at 15 µM | C. neoformans lysis, adenylate kinase release luminescence, 4 h; normalised: neutral wells 0, clomiphene wells 100 | actives 0.2% (n = 360,000) | AID 651654;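 active means mean lysis activity across replicates of at least 80%, whatever share of replicates individually reach that level; inactive means mean lysis activity below 80%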
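Assay system: C. neoformans cells. Amount: yeast cell density of 5 × 10^6 cells/mL. Technique: AK luminescence. Buffer or medium: YPD. Times: static 4 h at 37 °C with compound, 1 h detection. Dosing: single-point compound dose. Read-out: lysis from increased AK signal.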
FN deposition inh – fibronectin deposition inhibition; AH1F fibroblasts, Alexa488-fibronectin deposition fluorescence, overnight; inhibition, % at 12.6 µM; actives 0.086% (n = 350,000);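 active means mean inhibition across replicates of 30% or more, regardless of how many single replicates reach that level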;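 further: positive control wells lacked labelled fibronectin entirely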
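Assay system: AH1F fibroblasts assembling fluorescent fibronectin matrix; Amount: 10000 AH1F cells per well; Buffer or medium: DMEM, 2% serum; Probe or stimulus: Alexa488-fibronectin, 24 nM final in well; Doses: single compound dose, delivered by pin transfer; Incubation: 1 h adhesion, overnight exposure; Measured by: fluorescence 485/525 nm; Read-out: fibronectin deposition inhibition.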
An asterisk follows results filed as active; . = not tested or not shown; & = joins results of further samples; [ ] = remark or other dose.

SMILES	PGC1a acetyl inh	miR-122 sensor	PglD inh	Statin myotox sup	F508del corr	GSIS activator	Cneo AK release	FN deposition inh
COc1ccc2ccc(O)c(CN3CCN(S(=O)(=O)c4cccc(C(F)(F)F)c4)CC3)c2c1	-7	.	-1	-2	-8.5	-2	1	3
C/C(=N\NC(=O)C1(C)CC1(Br)Br)c1ccc([N+](=O)[O-])cc1 (stereo not drawn)	.	.	-4	.	.	-3	-1	1
COc1ccc(N2CCN(CC(=O)N3N=CCC3c3ccccc3)CC2)cc1 (stereo not drawn)	-8	0	.	.	2.5	6	-7	-2
O=C(Nc1ccccc1C(=O)N1CCOCC1)C1CC(=O)N(C2CCCC2)C1 (stereo not drawn)	3	-6	33*	-19	.	.	-5	.
COc1ccc(CC(=O)Oc2ccc(Cl)cc2Br)cc1S(=O)(=O)N1CCOCC1	-4	-3	6	-12	0.9	2	3	7
COCC(=O)N1[C@H](CO)[C@H](c2ccccc2-c2ccc(C)cc2)[C@@H]1C#N	3	.	.	.	-0.4	-6	.	-1
COc1cc(C(=S)N(C)C)ccc1O	7	-11	-1	.	.	.	1	5
O=C(COc1ccccc1)N1CCN(S(=O)(=O)c2cccc([N+](=O)[O-])c2)CC1	-2	.	.	.	-3.0	13	.	6
COc1cccc(CNC(=O)Cc2ccc(-n3c(=O)[nH]c4ccccc4c3=O)cc2)c1	-1	74	0	.	0.3	9	2	5
O=C(CSc1nncc2ccccc12)Nc1cccc(C(=O)O)c1	14	1	.	1	-1.4	14	.	1
O=C(NN1CCOCC1)c1cc(-c2ccccc2)nc2ccccc12	25	7	6	1	.	.	6	4
COc1ccccc1C(=O)Nc1ccc2c(c1)C(=O)N(C)[C@@H]1CC[C@H](CC(=O)NCc3ccc(Cl)c(Cl)c3)O[C@@H]1CO2	14	26[16.7 µM]	5	16	-0.9	0	3	-5
COCCN(C(=O)COC(=O)CCc1nc2ccccc2s1)c1c(N)n(Cc2ccccc2)c(=O)[nH]c1=O	.	.	.	.	0.5	19	-1	-6
O=C(C1CC1)N1CCc2cc(S(=O)(=O)N3CCN(c4ccccc4)CC3)ccc21	-3	7	-3	10	0.9	-13	-1	10
Cc1ccc2cc(CNC(C)C)c(=O)[nH]c2c1	-6	7	-1	-8	.	.	2	.
C/C(=N\NC(=S)Nc1c(C)cccc1C)c1ccc(O)cc1	8	2	-1	2	-3.1	-5	-1	4
CN1CCN(C(=O)C[C@@H]2CC[C@@H]3[C@H](COC[C@@H](O)CN3Cc3cccc(-c4ccncc4)c3)O2)CC1	-10	2[16.7 µM]	-2	12	0.8	1	7	-5
COc1ccc(C(=O)/C=C(\C)Nc2ccc3c(c2)OCO3)cc1	4	-9	4	1	.	.	-1	-12
C[C@H](CO)N1C[C@H](C)[C@@H](CN(C)CC2CC2)Oc2cc(-c3cccc(C#N)c3)ccc2S1(=O)=O	-7	23[16.7 µM]	-9	-7	-0.8	14	-9	.
COc1ccc(NC(=O)N(C)C[C@@H]2OCc3cnnn3CCCC(=O)N([C@H](C)CO)C[C@@H]2C)cc1	4&7	-3	0&5	2&12	-0.2&0.8	7&16	-1&-1	-6&-13
Cc1onc(-c2c(F)cccc2Cl)c1C(=O)NC1CC1	.	.	-2	0	0.8	13	2	.
CCCCNC(=O)C(=O)Nc1ccc2c(c1)N(S(=O)(=O)c1cccs1)CCC2	.	6	12	-121	11*	.	-1	12
O=C(NC1Cc2ccccc2C1)[C@@H]1[C@@H](CO)[C@@H]2Cn3c(ccc(-c4ccccc4)c3=O)[C@H]1N2	-9	-1[16.7 µM]	0	-8	-1.6	4	3	.
COc1ccc(NC(=O)Nc2ccc3c(c2)[C@@H]2C[C@@H](CC(=O)N4CCCCC4)O[C@H](CO)[C@@H]2O3)cc1	-17	-1[16.7 µM]	1	-4	1.5	-8	-53	1
COCCNC(=O)C[C@@H]1CC[C@@H]2[C@H](COc3ccc(NC(=O)c4cnccn4)cc3C(=O)N2C)O1	-3	15[16.7 µM]	1	6	-0.5	5	-2	-1
COc1ccc(NC(=O)CCCNC(=O)c2ccc(Cl)cc2)cc1OC	-6	-9	-2	14	-2.2	0	0	0
O=Cc1cccc(OC(=O)Nc2ccccc2)c1	-8	-2	3	.	-3.0	0	0	1
O=C(O)Cc1csc(NC(=O)c2ccco2)n1	8	-3	0	.	.	8	1	.
N#Cc1ccc(COC(=O)c2cnc3ccccc3n2)cc1	-9	0	3	-6	-2.6	5	10	1
CCC(=O)N(C)C[C@H]1Oc2ncc(C#Cc3ccccc3)cc2C(=O)N([C@@H](C)CO)C[C@@H]1C	18	-5[16.7 µM]	-2	-3	1.5	-6	0	14
C/C=C/C(=O)Nc1cccc(C2=NOC3(C2)C[C@@H](C(N)=O)N(C(=O)C(c2ccccc2)c2ccccc2)C3)c1 (stereo partly drawn)	-4	-4	0	24	-4.4	9	11	-6
C[C@H](CO)N1C[C@H](C)[C@H](CN(C)S(C)(=O)=O)Oc2ncc(C#CC(C)(C)O)cc2C1=O	-6	1[16.7 µM]	4	1	-1.5	15	-2	-9
O=C1/C(=C/c2cccs2)NC(=S)N1C1CC1	6	-1	-12	-1	0.2	47*	1	2
COc1ccc(Cl)cc1NC(=O)CSc1nnc(CNC(=O)c2cccs2)o1	-4	-2	-4	2	-0.1	-4	-1	16
CCCNC(=O)c1ccc(COc2ccc(CCC)cc2OC)o1	.	.	-2	-12	-0.9	-19	1	-5
C[C@H](CO)N1C[C@H](C)[C@H](CN(C)S(=O)(=O)c2ccc(F)cc2)Oc2c(NS(=O)(=O)c3cn(C)cn3)cccc2C1=O	6	-13[16.7 µM]	3	-12	4.1	30	-4	0
CC1(C)c2[nH]c3ccccc3c2C[C@@H]2C(=O)N(c3ccc(F)cc3F)C(=O)N21	.	.	1	-15	-2.6	.	-1	16
NC(=S)Nn1c(-c2ccccc2)nc2ccccc2c1=O	-7	-1	.	4	.	12	0	.
C[C@@H]1CN([C@H](C)CO)C(=O)c2cc(NC(=O)Cn3cnnn3)ccc2O[C@@H]1CN(C)S(=O)(=O)c1ccc(F)cc1	1	-2[16.7 µM]	2	-6	0.8	3	1	.
O=C(CNCc1ccccc1Cl)Nc1ccc(C(=O)N2CCCCC2)cc1	.	.	-3	18	-2.6	-10	-11	2
CCN(Cc1ccccc1)C(=O)CSc1n[nH]c(N)n1	0	2	3	-27	0.1	11	-1	3
CCCCCCCCCCCC(=O)NC(C(=O)O)C(O)c1ccccc1 (stereo not drawn)	-9	-3	-2	12	-1.3	4	0	.
C[C@H](CO)N1C[C@H](C)[C@@H](CN(C)Cc2ccc(-c3ccccc3)cc2)Oc2ccc(NC(=O)NC3CCCCC3)cc2C1=O	5	1[16.7 µM]	4	.	0.1	-31	6	.
CN(C)c1ccc(-c2n[nH]c(=S)n2-c2ccccc2)cc1	5	2	-5	8	1.8	-12	1	-5
C[C@@H]1CN([C@@H](C)CO)C(=O)c2cc(NC(=O)Cc3ccccc3)ccc2O[C@H]1CN(C)Cc1ccc(C(F)(F)F)cc1	5	10[16.7 µM]	0	7	-1.5	-40	-5	.
NC(=O)c1cc(NC(=O)COC(=O)CCCN2C(=O)c3cccc4cccc(c34)C2=O)cc(C(N)=O)c1	11	-1	.	5	-1.2	-4	.	2
COC(=O)c1ccc(OC)c(CSc2nnc(-c3ccc(C)cc3)o2)c1	-2	1	4	.	-1.5	15	0	5
C[C@H](CO)N1C[C@H](C)[C@H](CN(C)C(=O)CN(C)C)Oc2ncc(-c3ccccc3F)cc2C1=O	4	2[16.7 µM]	1	4	0.3	0	-5	-25
O=C(C1CC1)N1C[C@H]2[C@@H](c3ccccc31)[C@@H](CO)N2S(=O)(=O)c1ccccc1	-4	10[16.7 µM]	-1	11	-0.1	-10	-2	-6
CCCCCN1CN(S(=O)(=O)c2cccs2)c2nc3ccccc3nc21	2	.	.	.	-3.9	-45	.	-4
Cc1ccc(C)c(S(=O)(=O)NCCN2CCOCC2)c1	10	61	2	15	-0.6	10	-3	5
CC(=O)c1cccc(NC(=O)c2ccc(N(C)S(=O)(=O)c3ccc(C)cc3)cc2)c1	.	0	1	-10	-0.2	4	-2	-1
COc1ccc(/C=N/NC(=O)c2cccc(Br)c2)cc1COc1ccccn1	-22	1	2	-2	-3.2	-6	-1	-13
O=C(CSCc1ccc(F)cc1)N1CCN(c2ccc(F)cc2)CC1	-9	-16	0	4	.	-22	-2	-3
NS(=O)(=O)c1cc(C(=O)N=Nc2c(O)[nH]c3ccccc23)ccc1Cl	9	-4	-3	-5	6.0	18	-8	9
O=S(=O)(NCc1c(Cl)cccc1Oc1ccccc1)c1ccccc1	34	.	0	30	-1.7	-29	-3	3
N#CCCn1cc(C(N)=O)c(-c2ccc3ccccc3c2)n1	9	1	3	2	-0.7	0	0	5
C[C@H](CO)N1C[C@H](C)[C@H](CN(C)C(=O)NC2CCCCC2)Oc2ncc(Br)cc2C1=O	5&-3	0	4&1	-5&5	3.5&3.0	-6&-15	0&-9	-6&-6
COc1ccc(NC(=O)N(C)C[C@H]2OCCCC[C@@H](C)Oc3ccc(NC(=O)CCC(F)(F)F)cc3C(=O)N([C@@H](C)CO)C[C@@H]2C)cc1	-6	-5[16.7 µM]	0	-15	-2.5	-3	0	.
N#C[C@H]1[C@@H](c2ccccc2/C=C/c2ccccc2)[C@@H](CO)N1S(=O)(=O)c1cccc(F)c1	-9	.	.	.	2.0	-1	.	1

Remaining list, next part
SMILES	PGC1a acetyl inh	miR-122 sensor	PglD inh	Statin myotox sup	F508del corr	GSIS activator	Cneo AK release	FN deposition inh
COc1cccc(-c2ccc3n(c2=O)C[C@H]2[C@H](CO)[C@@H](C(=O)N4CCCCC4)N(C)[C@@H]32)c1	-9	2[16.7 µM]	-9	15	-3.1	20	0	.
COCCNC(=O)[C@@H]1[C@@H](CO)[C@@H]2Cn3c(cccc3=O)[C@H]1N2S(=O)(=O)c1ccccc1C	.	.	1	-13	.	9	-2	-1
CC(=O)N(C)C[C@H]1Oc2cc(C#CC3(O)CCCC3)ccc2S(=O)(=O)N([C@@H](C)CO)C[C@@H]1C	1	17[16.7 µM]	3	.	1.1	19	-4	-2
Cc1csc(=O)n1CCC(=O)OCC(=O)Nc1ccc(Cl)cn1	.	2	-2	6	3.4	9	4	10
Cc1cc(NS(=O)(=O)c2ccc(NC(=O)COc3cc(C)c(Cl)c(C)c3)cc2)no1	0	2	3	3	0.0	10	0	10
CNC(=O)c1c(C)nn(-c2ccc(F)c(Cl)c2)c1-c1cc(C)on1	3	-8	5	.	-1.9	20	2	0

Entries of single compounds as entered above. Screens in order: PGC1a acetyl inh	miR-122 sensor	PglD inh	Statin myotox sup	F508del corr	GSIS activator	Cneo AK release	FN deposition inh
CNC(=O)c1c(C)nn(-c2ccc(F)c(Cl)c2)c1-c1cc(C)on1 reads 3	-8	5	.	-1.9	20	2	0
COCCNC(=O)[C@@H]1[C@@H](CO)[C@@H]2Cn3c(cccc3=O)[C@H]1N2S(=O)(=O)c1ccccc1C reads .	.	1	-13	.	9	-2	-1
COc1cccc(-c2ccc3n(c2=O)C[C@H]2[C@H](CO)[C@@H](C(=O)N4CCCCC4)N(C)[C@@H]32)c1 reads -9	2[16.7 µM]	-9	15	-3.1	20	0	.
Cc1cc(NS(=O)(=O)c2ccc(NC(=O)COc3cc(C)c(Cl)c(C)c3)cc2)no1 reads 0	2	3	3	0.0	10	0	10
Cc1csc(=O)n1CCC(=O)OCC(=O)Nc1ccc(Cl)cn1 reads .	2	-2	6	3.4	9	4	10

Rows were taken by chance. About 2.1% of those tested had a hit in this group.
